Compound activity (PubChem)
Myeloid diff 2 – myeloid differentiation induction | 1% of 360,000 active | calls only at 10 µM | ER-HoxA9 myeloid progenitors, lysozyme-GFP differentiation, flow cytometry;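 active means normalized GFP-positive differentiation at or above the plate's own cutoff, the solvent-only control mean plus 3 SD; inconclusive means no clear call, values can overlap the other calls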;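 further: cells exposed to compound for four days before flow analysis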
Dengue-2 NS5 capping – flavivirus cap methylation enzyme inhibition – biochemical, confirmation dose response, primary screen (AID 588689); 0.3% of 340,000 active; one-dose inhibition, % at 25 µM; IC50 in µM for titrated hits; Dengue-2 NS5 methyltransferase capping enzyme assay, biochemical; higher % means a stronger effect; in the data active means a potency from the dose series; inconclusive means inhibition above about 29% without an active follow-up result
Dengue-2 NS5 capping pilot replicate – also measured in Dengue-2 NS5 capping; calls as there; inhibition, %; measured here: pilot screen replicate inhibition
Myeloid diff 2 GFP+ MAC1+ % – further read-out of Myeloid diff 2, marked with its call; GFP+ MAC1+ double positive, %; measured here: differentiation confirmed by MAC1 staining
* hit, by the source's call; i = inactive; u = inconclusive; x = not tested or not shown; + = active, no number. Not all compounds are listed. The share of hits here may be higher or lower than overall.

SMILES	Myeloid diff 2	Myeloid diff 2 GFP+ MAC1+ %	Dengue-2 NS5 capping	others
O=C1c2ccccc2[C@@H]2C[C@@H](O)[C@H](Nc3ccccc3-c3ccccc3)CCN12	i	0.6	-8%	Dengue-2 NS5 capping pilot replicate=2.4
CN(C)S(=O)(=O)c1ccc(Cl)c(NC(=O)COC(=O)/C=C/c2ccc3ccccc3n2)c1	i	2.2	4%
O=C(Cn1ccc2ccccc2c1=O)NCCC(=O)N1CCN(C(=O)c2ccco2)CC1	i	2.2	0%
CSCCC(NC(=O)c1ccco1)C(=O)NCC(c1ccco1)N1CCCCC1 (stereo unspecified)	i	0.8	-1%
Cc1ccc(C(=O)Nc2ccc3c(c2)OCCO3)cc1S(=O)(=O)N1CCOCC1	i	1.0	5%
Cc1ccc(-c2nnc(-c3ccccc3)o2)cc1Br	i	0.5	6%
O=C1CC(C(=O)N2CCN(c3ccccc3)CC2)CN1Cc1ccccc1 (stereo unspecified)	i	0.5	-5%
CC(C)c1ccc(N(CC(=O)NCCCN2CCOCC2)S(=O)(=O)c2ccccc2)cc1	i	1.1	-7%
O=C(O)C1(C(=O)O)CCC2(CCCCC2)CC1	i	0.3	2%
Cc1ccc(-c2cc3nc(-c4ccccc4)cc(NCCCO)n3n2)cc1	i	1.0	-3%
O=[N+]([O-])c1ccc2oc(/C=C/c3ccc(O)cc3)nc2c1	i	1.0	7%
COc1ccc(S(=O)(=O)N(C)C)cc1NCC(=O)Nc1cccc2ccccc12	i	1.1	-8%
C=C1CCN([C@@H](CC(C)C)C(=O)Nc2ccc(OC)cc2)S(=O)(=O)c2ccccc21	i	3.0	2%
CCC(C)[C@H]1CNCCN1CCCc1cc(OC)c(OC)c(OC)c1 (stereo partly specified)	i	0.3	-8%
COc1ccc2nc(NC(=O)CSCC(=O)Nc3cc(C)on3)sc2c1	i	0.6	6%

Compounds listed so far with a halogen, in the order listed:
SMILES	Myeloid diff 2	Myeloid diff 2 GFP+ MAC1+ %	Dengue-2 NS5 capping	others
CN(C)S(=O)(=O)c1ccc(Cl)c(NC(=O)COC(=O)/C=C/c2ccc3ccccc3n2)c1	i	2.2	4%
Cc1ccc(-c2nnc(-c3ccccc3)o2)cc1Br	i	0.5	6%

Additional results
SMILES	Myeloid diff 2	Myeloid diff 2 GFP+ MAC1+ %	Dengue-2 NS5 capping	others
CCN(CC(=O)Nc1c(F)cccc1F)C(=O)c1cnc(C)cn1	i	0.6	-3%
COc1cccc(NC(=O)C(C)C)c1	i	0.4	6%
O=C(NNC(=O)c1ccc(-n2cncn2)c([N+](=O)[O-])c1)c1ccc(Cl)cc1	i	0.8	0%
O=C(NCC(c1ccco1)N1CCCC1)c1cn(Cc2ccccc2)nc1-c1ccccc1 (stereo unspecified)	i	0.7	-8%
O=C(O)C(=Cc1cccc([N+](=O)[O-])c1)c1ccc(Cl)cc1	i	1.3	-6%
CCOC(=O)Cc1c[nH]c2ccc([N+](=O)[O-])cc12	i	0.7	-4%
O=C(NCCc1nc(-c2ccccc2)no1)c1ccccc1	i	1.8	-4%
O=C(CNC(=O)c1ccccc1F)OCCOc1cccc(Cl)c1	i	1.0	-2%
CCOC(=O)c1ccc(S(=O)(=O)Nc2cc(S(=O)(=O)N3CCOCC3)ccc2O)cc1	i	1.0	27%
COc1ccc(/C=C/C(=O)OCC(=O)N2CCCCCC2)cc1OC	i	2.2	-6%
Cc1ccc(NC(=O)CCc2nc3ccccc3c(=O)[nH]2)cc1S(=O)(=O)N1CCOCC1	i	0.4	-6%
CCc1ccc(NC(=O)C(C)OC(=O)c2ccc(-n3cnnn3)cc2)cc1 (stereo unspecified)	i	0.9	-1%
O=C(NC1CCCC1)c1cccc(S(=O)(=O)N2CCOCC2)c1	i	0.2	4%
CC(CCC(=O)O)(c1ccc(O)cc1)c1ccc(O)cc1	i	1.7	2%
CCCCN(C(=O)C1CSC2(C)CCC(=O)N12)c1c(N)n(Cc2ccccc2)c(=O)[nH]c1=O (stereo unspecified)	i	0.7	-9%

Quoted at random: 2 entries already listed.
SMILES	Myeloid diff 2	Myeloid diff 2 GFP+ MAC1+ %	Dengue-2 NS5 capping	others
O=C(NC1CCCC1)c1cccc(S(=O)(=O)N2CCOCC2)c1	i	0.2	4%
CCOC(=O)Cc1c[nH]c2ccc([N+](=O)[O-])cc12	i	0.7	-4%

More structures follow:
SMILES	Myeloid diff 2	Myeloid diff 2 GFP+ MAC1+ %	Dengue-2 NS5 capping	others
CCCCOC(=O)C1C2CCC(O2)C1C(=O)OCC (stereo unspecified)	i	0.5	0%
O=C(O)c1ccccc1NS(=O)(=O)c1ccc(NN=Cc2ccccc2F)c([N+](=O)[O-])c1	i	1.3	10%
Nc1cc2c(cc1Cl)-c1ccc(Cl)cc1C2=O	i	1.4	-4%
CC(C(=O)Nc1ccc2c(c1)OCO2)N(C)CC(=O)Nc1ccccc1Cl (stereo unspecified)	i	1.3	1%
O=C(Nc1cccc(S(=O)(=O)N2CCOCC2)c1)C1COc2ccccc2O1 (stereo unspecified)	i	0.4	-1%
O=C(COC(=O)c1ccccc1SCC(=O)N1CCCC1)NCc1ccc(F)cc1	i	2.3	4%
O=C(Cn1cc(COc2ccc3ccc(=O)oc3c2)nn1)c1ccc(O)cc1	i	0.4	0%
Cc1cc(C(=O)OCC(=O)NC2CCCC2)c2ccccc2n1	i	1.2	2%
CCN(CC(=O)Nc1c(F)cccc1F)C(=O)c1ccc(-n2cncn2)c([N+](=O)[O-])c1	i	0.2	-5%
O=C(c1ccccc1)C(CN1CCCCC1)c1ccccc1 (stereo unspecified)	u	x	-19%
CC(Oc1ccc(Br)cc1)C(=O)NCC1(N2CCCCC2)CCCCC1 (stereo unspecified)	i	0.3	-3%
Nc1nc(SCC(=O)Nc2ncc(Cl)cc2Cl)n[nH]1	i	0.3	2%
Cc1ccc(C(=O)OCC(=O)Nc2cc(C(C)(C)C)no2)c(C)c1	i	0.5	-9%
CCOc1ccc(NC(=O)CN(C)C(=O)c2cc(S(=O)(=O)N3CCCCCC3)ccc2OC)cc1OCC	i	0.3	-7%
CCCC(=O)Nc1ccc(C(=O)COC(=O)c2cc(C)oc2C)cc1	i	0.8	3%

The closing five entries of the section before lead into the next:
SMILES	Myeloid diff 2	Myeloid diff 2 GFP+ MAC1+ %	Dengue-2 NS5 capping	others
CC(Oc1ccc(Br)cc1)C(=O)NCC1(N2CCCCC2)CCCCC1 (stereo unspecified)	i	0.3	-3%
Nc1nc(SCC(=O)Nc2ncc(Cl)cc2Cl)n[nH]1	i	0.3	2%
Cc1ccc(C(=O)OCC(=O)Nc2cc(C(C)(C)C)no2)c(C)c1	i	0.5	-9%
CCOc1ccc(NC(=O)CN(C)C(=O)c2cc(S(=O)(=O)N3CCCCCC3)ccc2OC)cc1OCC	i	0.3	-7%
CCCC(=O)Nc1ccc(C(=O)COC(=O)c2cc(C)oc2C)cc1	i	0.8	3%
Cn1c(N)c(C(=O)COC(=O)COc2ccc(Br)cc2)c(=O)n(C)c1=O	i	1.2	4%
CC1NC(=O)c2cc3ccccc3cc2-n2c1nc1cc(Cl)ccc1c2=O (stereo unspecified)	i	0.2	6%
O=C(NCC(=O)N1CCN(c2ncccn2)CC1)c1ccccc1F	i	1.1	-8%
COc1ccc(SC[C@H](Cc2ccccc2)N2CC[C@@H](C)CCC2=O)cc1	i	1.6	-2%
CCN(CC(=O)Nc1ccc2c(c1)OCCO2)C(=O)C1CC(=O)N(c2ccc(OC)cc2OC)C1 (stereo unspecified)	i	0.6	-10%
COc1cccc(NC(=O)CN(C)C(=O)CN2C(=O)NC(C)(c3ccc(C)cc3)C2=O)c1 (stereo unspecified)	i	1.7	5%
CC12CC3CC(C1)CC(C(=O)NNC(=O)c1ccncc1)(C3)C2	i	0.4	6%
CN(C)C(=O)c1ccc(NC(=O)COC(=O)CCN=C2NS(=O)(=O)c3ccccc32)cc1	i	0.8	-4%
O=C1C(=NO)CCc2ccccc21	i	0.6	89µM*
CCN(C[C@H]1N[C@@](CC)(C(=O)OC)[C@H]2C(=O)N(Cc3ccccc3)C(=O)[C@@H]12)S(=O)(=O)c1ccc(C(C)(C)C)cc1	i	1.0	-3%	Dengue-2 NS5 capping pilot replicate=0.3
CCOC(=O)/C=C1\SCC(=O)N1CC(O)CN1C(=O)CS/C1=C/C(=O)OCC (stereo unspecified)	i	1.3	-5%
CCOC(=O)C1=C(COC(=O)c2ncc(Cl)c(Cl)c2Cl)NC(=O)NC1C (stereo unspecified)	i	0.3	-3%
CCN(CC)C(=O)c1nc[nH]c1C(=O)O[C@@H](C)c1ccccc1	i	0.8	6%
CC(C)(c1cc(Br)c(O)c(Br)c1)c1cc(Br)c(O)c(Br)c1	i	1.8	27%
COc1ccc(Cl)cc1NC(=O)C1CCN(C(=O)Nc2ccccc2)CC1	i	0.8	-10%
O=[N+]([O-])c1ccccc1C=NNC(=S)NN=Cc1ccccc1[N+](=O)[O-]	i	1.3	-7%
CC(=O)N1CCN(C(=O)c2ccc(Cl)c(S(=O)(=O)N3CCc4ccccc43)c2)CC1	i	1.0	1%
CCOCCCn1c(SCC(=O)Nc2oc(C)c3c(C)n[nH]c(=O)c23)nnc1-c1ccncc1	i	0.4	6%
CN1CCC(N(C)C(=O)COc2ccccc2Cl)CC1	i	0.4	-2%
CN(CC(=O)Nc1cc(C(F)(F)F)ccc1-n1cncn1)Cc1nc2ccccc2c(=O)[nH]1	i	0.5	-1%
COc1ccc(CCC2(C)NC(=O)N(C(C)C(=O)Nc3ccccc3F)C2=O)cc1 (stereo unspecified)	i	0.6	-2%
O=C(NC(Cc1ccccc1)C(=O)N1CCN(S(=O)(=O)c2ccccc2F)CC1)c1ccccc1 (stereo unspecified)	i	0.6	-7%
C[C@]12C=C[C@H](O)CC1=CCC1C2CC[C@@]2(C)C1CCC21OCCO1 (stereo partly specified)	i	0.7	-8%
CS(=O)(=O)N1CCC(C(=O)Nc2ccc(Cl)cc2Cl)CC1	i	1.2	8%
COc1ncccc1-c1nnn(-c2ccccc2Br)n1	i	1.3	-6%
O=C(Nc1nccs1)c1nc[nH]c1C(=O)N1CCN(c2ccccc2)CC1	i	0.8	4%
Cc1ccc2nc(N(CCCN(C)C)C(=O)CS(=O)(=O)c3ccccc3)sc2c1	i	0.5	8%
C[C@]12c3[nH]c4ccc(Cl)cc4c3CCN1C(=O)[C@@H](CC(=O)NCC13CC4CC(CC(C4)C1)C3)C[C@@H]2C(=O)N1CCOCC1	i	0.9	-4%	Dengue-2 NS5 capping pilot replicate=-4.9
CCOC(=O)C1=C(COC(=O)/C=C/c2ccc([N+](=O)[O-])cc2)NC(=O)NC1C (stereo unspecified)	i	1.4	-1%
CC(C)(c1ccc(O)c([N+](=O)[O-])c1)c1ccc(O)c([N+](=O)[O-])c1	i	0.8	16%
COc1cc(NS(=O)(=O)c2ccc(C)cc2)c2c(c1N)C(=O)c1ccccc1C2=O	+	0.4*	10%
O=C(NCCc1ccccc1)c1ccc(NC(=O)C2CCCC2)cc1	i	0.3	-2%	Dengue-2 NS5 capping pilot replicate=2.7
COc1ccc(NC(=O)CN(C)C(=O)/C=C/c2cn(Cc3ccccc3)nc2-c2cccnc2)cc1	i	1.2	8%
C[C@@H]1CN([C@@H](C)CO)C(=O)c2cc(Br)cnc2O[C@H]1CN(C)S(=O)(=O)c1cccs1	i	0.7	2%
CN1C(=O)CC(c2ccccc2)C1=O (stereo unspecified)	i	1.0	-15%
Nc1nc(SCc2ccccc2)c2ncn(CCO)c2n1	i	1.2	-2%
CC1(C)CC(Cc2ccc(C(=O)c3ccccc3)cc2)N(C(=O)OC(C)(C)C)N1 (stereo unspecified)	i	2.0	-1%
O=C(O)/C=C/C(=O)Nc1nc(-c2ccc3ccccc3c2)cs1	i	0.7	20%
CCCc1nc2c(s1)CCc1onc(-c3ccc(OC)cc3)c1-2	i	1.6	0%
O=C1NC(Cc2ccccc2)c2nc3ccccc3c(=O)n2-c2cc3ccccc3cc21 (stereo unspecified)	i	0.5	-6%
S=C(NCCc1ccccc1)N1CCN(C(=S)NCCc2ccccc2)CC1	i	1.0	-5%
Cc1nc2ccc(NC(=O)C3CCCCC3)cc2s1	i	0.4	-4%
CCN(CC(=O)Nc1ccccc1C(F)(F)F)C(=O)CCc1nc2sc3c(c2c(=O)[nH]1)CCCC3	i	1.2	5%
Nc1c(N(Cc2ccco2)C(=O)COc2ccccc2)c(=O)[nH]c(=O)n1Cc1ccccc1	i	0.4	-7%
O=C(CSC(=S)N1CCCC1)N(Cc1nnc(-c2ccccc2Cl)o1)C1CC1	i	0.6	-7%
O=C(Cc1n[nH]c(=O)c2ccccc12)N1CCN(S(=O)(=O)c2ccc(F)c(Cl)c2)CC1	i	0.9	-6%
Cc1ccc(C)c2sc(N3CCN(C(=O)c4ccc([N+](=O)[O-])o4)CC3)nc12	i	3.3	-2%
C[C@@H]1CCC(=O)N(C[C@@H](C)CSc2ccc(Br)cc2)CC1	i	1.2	-4%
O=C(c1ccc(F)cc1Cl)N(Cc1ccco1)C1CCS(=O)(=O)C1 (stereo unspecified)	i	0.7	-5%
O=C(OCCc1ccccc1)c1cc(O)c(O)c(O)c1	i	1.3	2%
CC1CCN(C(=O)c2[nH]cnc2C(=O)NCCCCCNC(=O)OC(C)(C)C)CC1	i	1.8	-1%
CN(CCCC(=O)N1CCN(c2ncccn2)CC1)S(=O)(=O)c1ccc(F)cc1	i	0.8	9%
O=C1OC(CC(=O)N(Cc2nnc(-c3ccc(Cl)cc3)o2)C2CC2)c2ccccc21 (stereo unspecified)	i	0.8	-5%
